Rpn11 inh = Rpn11 (PSMD14) deubiquitinase inhibitors, primary screen, biochemical, fluorescence polarization, uHTS; 26S proteasome non-ATPase regulatory subunit 14 (Homo sapiens), O00487; human 26S proteasome, Ub4-pepOG fluorescence polarization; 20S core pre-blocked with epoxomicin; calls only at 20 µM; actives 0.59% (n = 360,000);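 active = inhibition at 20 µM, scaled to each plate's controls, above about 33%, limit read from the data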
Scp1 inh = Scp-1 phosphatase inhibitors, primary screen, biochemical, colorimetric, uHTS; inhibition, % at 20 µM; actives 0.88% (n = 340,000); Recombinant Scp1, phosphopeptide, malachite green phosphate absorbance; Carboxy-terminal domain RNA polymerase II polypeptide A small phosphatase 1 (Homo …; AID 493091, 2011;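 active = inhibition above about 50% at 20 µM, limit read from the data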;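 note: plate controls were DMSO wells with enzyme for no effect and wells lacking enzyme for full effect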
Target sequence (Q9GZU7 76-261 limits assumed): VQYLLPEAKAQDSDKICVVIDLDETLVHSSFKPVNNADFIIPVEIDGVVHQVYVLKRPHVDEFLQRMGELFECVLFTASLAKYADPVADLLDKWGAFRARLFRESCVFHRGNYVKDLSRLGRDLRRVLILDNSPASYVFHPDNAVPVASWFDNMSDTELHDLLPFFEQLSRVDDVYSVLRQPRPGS
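System: truncated SCP-1 phosphatase (76-261aa); medium: Tris acetate buffer pH 5.5 with MgCl2 and Tween-20; incubation: 45 min room-temperature reaction, 5 min colour, 30 min stabiliser; compound: single 20 µM dose, 1% DMSO; reagent: Phosphorylated 17-residue peptide substrate; read-out: % inhibition at 20 µM; technique: colorimetric free-phosphate detection, absorbance 630 nm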
STEP block = STEP phosphatase inhibitors, primary screen, biochemical, fluorescence intensity, uHTS. Tyrosine-protein phosphatase non-receptor type 5 (Homo sapiens), P54829. recombinant STEP, OMFP fluorogenic substrate. inhibition, % at 20 µM. actives 0.25% (n = 360,000). AID 588621, 2011;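 active = inhibition at 20 µM, scaled per plate between control wells, above about 37%, limit read from the data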;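 note: 0% = DMSO with enzyme and substrate and 100% = substrate only without enzyme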
Target sequence (P54829 whole entry, looked up): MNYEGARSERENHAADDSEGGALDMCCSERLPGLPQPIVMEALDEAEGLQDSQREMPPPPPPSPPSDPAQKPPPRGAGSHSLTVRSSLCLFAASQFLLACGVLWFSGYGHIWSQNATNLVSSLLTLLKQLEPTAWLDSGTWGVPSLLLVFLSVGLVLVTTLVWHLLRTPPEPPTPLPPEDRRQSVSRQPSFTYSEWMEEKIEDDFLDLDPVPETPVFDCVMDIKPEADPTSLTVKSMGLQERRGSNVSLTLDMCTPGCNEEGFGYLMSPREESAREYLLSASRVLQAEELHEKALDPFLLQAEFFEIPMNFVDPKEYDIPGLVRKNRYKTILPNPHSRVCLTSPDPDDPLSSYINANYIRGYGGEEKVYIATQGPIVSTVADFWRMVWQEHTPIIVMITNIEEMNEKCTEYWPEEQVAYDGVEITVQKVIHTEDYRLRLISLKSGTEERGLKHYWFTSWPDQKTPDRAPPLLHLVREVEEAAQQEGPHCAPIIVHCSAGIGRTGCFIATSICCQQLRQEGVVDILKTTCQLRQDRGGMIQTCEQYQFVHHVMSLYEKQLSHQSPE
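medium = Bis-Tris buffer pH 6.0, 2.5 mM DTT, 0.005% Tween 20 | test system = STEP (striatal-enriched tyrosine phosphatase) enzyme, cell-free | measure = normalized % inhibition | compound dosing = 20 µM, 1% DMSO | also added = 25 µM OMFP | schedule = reaction 20 min, ambient temperature | measured by = fluorescence read at 480 nm ex / 540 nm em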
SUMO1 PPI mod = modulators of SUMO1 protein-protein interactions, primary screen, biochemical, uHTS. inhibition, % at 20 µM. SUMO1 binding to a labelled peptide, TR-FRET, 1 h. actives 0.33% (n = 360,000); in the data active = inhibition above about 37%
Target sequence (P63165 whole entry, looked up): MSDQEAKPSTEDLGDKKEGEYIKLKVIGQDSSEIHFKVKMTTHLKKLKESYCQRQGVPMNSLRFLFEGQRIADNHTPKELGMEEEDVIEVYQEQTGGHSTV
TbMetRS inhib = T. brucei MetRS inhibitors, primary screen, biochemical, luminescence; methionyl-tRNA synthetase (Trypanosoma brucei brucei); purified T. brucei MetRS, ATP depletion, Kinase-Glo luminescence; inhibition, % at 11.9 µM; actives 0.4% (n = 360,000); AID 624268, 2012;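 active = inhibition above a per-plate cutoff of the control wells' mean inhibition plus 3 SD, cut at about 5.5% in these data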;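 note: 0% = DMSO wells median and 100% = median of wells with control inhibitor compound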
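Assay system: T. brucei methionyl-tRNA synthetase, purified | Medium: HEPES buffer with MgCl2, KCl, DTT, spermine, BSA, pyrophosphatase | Compound: 11.9 µM single point | Incubation: 15 min enzyme-compound preincubation, 2 h reaction, 10 min detection, 25 °C | Measured by: Kinase-Glo luciferase luminescence reporting remaining unconsumed ATP | Measure: % inhibition normalized to control-well medians | Replication: Singlicate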
DNMT1 block = human DNMT1 methyltransferase inhibitors, primary screen, biochemical, molecular beacon, fluorescence, HinP1I cleavage, uHTS | DNA (cytosine-5)-methyltransferase 1 (Homo sapiens), P26358 | inhibition (reported as % activation of signal), % at 10 µM | actives 0.83% (n = 360,000) | AID 588458, 2011; in the data active = inhibition above about 50%
CSN deneddyl inh = inhibitors of CSN-mediated cullin deneddylation, primary screen, biochemical, fluorescence polarization, uHTS; COP9 signalosome complex subunit 5 (Homo sapiens), Q92905; Purified CSN, SCF-Nedd8-OG deneddylation; inhibition, % at 12.5 µM; actives 0.38% (n = 360,000);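 active = pattern-corrected inhibition above about 35%, with an unprinted fluorescence ratio check between 0.5 and 1.5, limit read from the data, passing the limit was not always enough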;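 note: 0% = enzyme with substrate and 100% = substrate without enzyme; some results filed as inactive read as strong as hits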
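Schedule: reaction 90 min, room temperature / Assay system: HEK293T-derived human Csn5 enzyme / Input: Csn5 at 0.24 nM final / Measure: inhibition of Csn5 cleavage, % / Control set: substrate-only high control, full reaction low control / Technique: fluorescence polarization of the substrate / Buffer or medium: Tris/NaCl/DTT buffer, pH 7.5 / Reagent: SCFSkp2-Nedd8OG substrate at 10 nM final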
MsrA inhibitor = bovine MsrA enzyme inhibitors, primary screen, biochemical, absorbance, HTS | Methionine sulfoxide reductase A (Bos taurus) | purified bovine MsrA, absorbance read-out | inhibition, % at 15.5 µM | actives 0.75% (n = 360,000); in the data active = inhibition above about 4.5%;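 note: 0% = vehicle wells with enzyme and 100% = reference inhibitor wells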
NadD block = inhibitors of S. aureus NadD, primary screen, biochemical, colorimetric, uHTS; Nicotinate-nucleotide adenylyltransferase NadD (Staphylococcus aureus N315); purified NadD enzyme, colorimetric absorbance read-out; inhibition, % at 20 µM; actives 0.78% (n = 360,000); AID 602399, 2012; in the data active = inhibition above about 26%; note: some compounds past the cut are filed as inactive
LMPTP inh = LMPTP phosphatase inhibitors, primary screen, biochemical, fluorescence intensity, uHTS; inhibition, % at 20 µM; actives 0.22% (n = 360,000); Low molecular weight phosphotyrosine protein phosphatase (Homo sapiens), P24666; recombinant LMPTP-A, OMFP fluorogenic substrate; AID 651560, 2012;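 active = compounds that cut the enzyme signal by at least half of the control window in the single-dose screen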;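 note: plate controls were DMSO wells with enzyme plus substrate for no effect and substrate without enzyme for full effect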
Target sequence (P24666 whole entry, looked up): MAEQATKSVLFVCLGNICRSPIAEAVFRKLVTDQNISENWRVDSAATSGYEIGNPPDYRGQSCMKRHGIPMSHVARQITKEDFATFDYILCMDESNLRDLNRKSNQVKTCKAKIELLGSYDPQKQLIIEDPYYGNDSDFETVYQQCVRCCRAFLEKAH
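Assay system: LMPTP-A phosphatase enzyme | Input: 0.625 nM enzyme | Also added: Fluorogenic phosphatase substrate OMFP at 400 µM final | Compound dosing: One test concentration per compound, 20 µM, with 3% DMSO overall | Schedule: 50 min enzyme reaction at room temperature, protected from light | Signal: Fluorescence intensity | Benchmarks: no-enzyme and uninhibited controls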
An asterisk follows results filed as active; i = inactive; . = not tested or not shown.

Every second line gives: DNMT1 block | MsrA inhibitor | Scp1 inh | TbMetRS inhib | LMPTP inh | NadD block | STEP block | CSN deneddyl inh | Rpn11 inh | SUMO1 PPI mod
- Cc1cc(C)c(S(=O)(=O)NCC23C=CC(O2)C2C(=O)N(c4ccccc4)C(=O)C23)c(C)c1 (configuration not stated)
  -4 | 2.1 | -2 | -0.4 | -0.6 | -5 | -2 | 1 | i | -2
- CCOC(=O)CC(=O)CSc1nc(-c2cccnc2)cc(C)c1C#N
  3 | 0.5 | 10 | 0.2 | -0.3 | 0 | -3 | -2 | i | -4
- COc1cc2c(cc1OC)C(c1ccc(C)cc1)NC(=O)C2 (configuration not stated)
  10 | 1.5 | -5 | -0.3 | -1.4 | 2 | -4 | -1 | i | 0
- Cc1noc(/C=C/N(C)C)c1S(=O)(=O)N1CCCC(C(=O)Nc2ccccc2F)C1 (configuration not stated)
  -2 | 2.6 | 1 | -0.1 | 1.1 | -3 | 0 | 2 | i | -3
- O=C(NCCOc1ccccc1F)c1cccc(S(=O)(=O)N2CCN(c3ccccc3)CC2)c1
  -5 | 1.9 | 7 | -0.3 | 4.0 | -6 | 2 | 0 | i | -2
- O=C(CN(Cc1ccco1)C(=O)CCC(=O)Nc1ccccn1)NCc1ccccc1
  1 | -0.3 | -3 | -0.4 | -0.4 | -4 | 0 | 3 | i | -3
- O=C1c2ccccc2CN1C(CO)Cc1ccccc1 (configuration not stated)
  0 | -1.1 | -16 | -1.2 | -1.5 | -4 | -5 | 3 | i | 6
- Cc1noc(C)c1C(=O)OCC(=O)Nc1ccccc1SCC#N
  -3 | -0.3 | -5 | -0.3 | -1.5 | 3 | -3 | 6 | i | -4
- COc1ccc(C(=O)NC2CCN(Cc3ccccc3)C2)cc1S(=O)(=O)N1CCOCC1 (configuration not stated)
  0 | 0.0 | 16 | -0.1 | -0.5 | -2 | -2 | -5 | i | 3
- COc1ccc(CNC(=O)CN(Cc2ccccc2Cl)C(=O)c2csnn2)cc1
  4 | 0.7 | -5 | 0.1 | -0.8 | -2 | 10 | 0 | i | 0

Single entries from above.
DNMT1 block, O=C(NCCOc1ccccc1F)c1cccc(S(=O)(=O)N2CCN(c3ccccc3)CC2)c1 is entered as -5
NadD block, COc1cc2c(cc1OC)C(c1ccc(C)cc1)NC(=O)C2 (configuration not stated) is entered as 2

More results follow.
Every second line gives: DNMT1 block | MsrA inhibitor | Scp1 inh | TbMetRS inhib | LMPTP inh | NadD block | STEP block | CSN deneddyl inh | Rpn11 inh | SUMO1 PPI mod
- COc1ccccc1C(CCNS(=O)(=O)c1ccc(C)cc1)c1ccco1 (configuration not stated)
  -5 | -0.3 | -11 | 1.4 | 1.5 | -3 | 0 | 0 | i | 2
- N=C1/C(=C\c2ccc(OC(=O)c3ccco3)cc2)C(=O)N=C2SC=NN12
  7 | 0.3 | 45 | -1.2 | 0.3 | 8 | 2 | -5 | i | 1
- C=CCNC(=O)CSc1nnc(-c2cccs2)o1
  -4 | -1.1 | -19 | -0.4 | -1.4 | 1 | 0 | 2 | i | -3
- O=C(Cn1cnc2ccccc2c1=O)NCC(=O)N1CCOCC1
  -2 | 0.8 | 1 | -1.4 | -0.2 | -1 | -2 | -1 | i | -7
- CC(C)=CCc1c(O)cc2c(c1O)C(=O)CC(c1ccccc1)O2 (configuration not stated)
  -8 | 0.2 | -4 | -0.6 | 0.0 | 6 | 1 | -1 | i | 2
- Cc1ccc(-c2cc(-c3c(C)nn(C)c(=O)c3N)[nH]n2)cc1
  3 | 0.3 | -11 | -0.6 | -0.9 | -3 | 1 | -1 | i | -20
- CC1=C(C(=O)Nc2ccc(C)cc2C)C(c2cccc(Cl)c2)n2nc(C(=O)OC(C)C)nc2N1 (configuration not stated)
  39 | -1.5 | -4 | -0.3 | -3.3 | 7 | -3 | 1 | i | -1
- O=C(O)CCN(Cc1ccccc1)S(=O)(=O)c1ccc(Cl)cc1F
  -1 | 1.4 | 1 | -0.7 | -0.9 | -13 | -3 | -2 | i | 2
- COc1ccc(S(=O)(=O)N(C)C[C@@H]2OCc3cnnn3CCCC(=O)N([C@H](C)CO)C[C@H]2C)cc1
  4 | -1.1 | . | 0.2 | -1.9 | -1 | 10 | 0 | i | 3
- COc1ccc(CCN2C(=O)CC(C(N)=O)SC2=Nc2ccc(F)cc2)cc1OC (configuration not stated)
  -1 | 0.4 | -4 | 1.4 | 0.7 | 0 | 3 | 0 | i | 2
- NS(=O)(=O)c1ccc(-c2ccc(/C=N/NC(=O)c3ccc([N+](=O)[O-])cc3)o2)cc1
  1 | 3.9 | 6 | -0.6 | 0.9 | 4 | 2 | 1 | i | -8
- NNC(=O)c1cc(C2CC2)nc2ccc(Br)cc12
  0 | -0.5 | -7 | -0.6 | -2.1 | -4 | 2 | 3 | i | -1
- COc1ccc(C2C3=C(NCCN=C3c3ccccc3)C(=O)N2c2ccccc2)c(OC)c1 (configuration not stated)
  -1 | -0.4 | -4 | 0.3 | -0.9 | 1 | 0 | -5 | i | 0
- Cc1cc(Br)c(OCc2ccc(C(=O)N/N=C/c3ccc[nH]3)cc2)c(Br)c1
  29 | 1.6 | 10 | -0.1 | 2.0 | 18 | 4 | 9 | i | 9
- COC(=O)C1Cc2c([nH]c3ccccc23)C(C)N1 (configuration not stated)
  -2 | 0.8 | -5 | -1.2 | -0.7 | 0 | -1 | 6 | i | 2
- Cc1ccc(CN2CCSc3ccc(C(=O)N4CCN(c5ncccn5)CC4)cc32)cc1
  -9 | . | -3 | -1.0 | 4.9 | 2 | 1 | 7 | i | 31
- Cc1ccc(CN2CC(C(=O)Nc3ccc(F)c([N+](=O)[O-])c3)CC2=O)cc1 (configuration not stated)
  2 | 0.5 | 9 | 1.3 | 3.1 | -8 | 0 | 0 | i | -16
- COc1ccc(-n2ccnc2SCC(=O)Nc2ccc(OC)cc2OC)cc1
  -2 | -1.1 | -7 | -0.8 | -0.5 | -5 | -3 | 3 | i | 0
- S=C(N/N=C1\C2CN3CCN(C2)CC1(c1ccccc1)C3)Nc1ccccc1
  -3 | -0.2 | -4 | 0.3 | -0.2 | -1 | -3 | -4 | i | 3
- CS(=O)(=O)N(Cc1ccccc1)c1ccc(C(=O)NN=C2CCCCCC2)cc1
  -3 | -1.4 | -8 | 0.5 | 0.3 | 1 | -2 | 6 | i | 1
- O=C(CSc1nnc(SCc2ccccc2Cl)s1)N/N=C/c1c[nH]c2ccccc12
  17 | 0.6 | -1 | 0.6 | 2.0 | -4 | -3 | -3 | i | 1
- O=S(=O)(Nc1cccc(-c2nnco2)c1)c1ccc(F)cc1F
  7 | -0.4 | -8 | -1.3 | -0.1 | -4 | 0 | 3 | i | 1
- COCCCNC(=O)/C(C#N)=c1\s/c(=C\c2ccccc2OC(F)F)c(=O)n1CCCOC
  11 | 1.3 | -13 | -0.5 | -2.4 | -9 | 0 | 28 | . | -12
- O=C(Cn1nnc(-c2ccc(Cl)cc2)n1)NC1CCN(Cc2ccccc2)CC1
  2 | 1.9 | -2 | -1.1 | -1.4 | -9 | -4 | -3 | i | 2
- Cc1ccc(CN2CCSc3ccc(C(=O)NCCCN4CCOCC4)cc32)cc1
  -4 | -0.3 | -7 | 0.0 | -1.5 | -10 | 0 | 4 | i | 5
- CCOC(=O)c1cnc2c(C)cccc2c1Nc1cccc(C(=O)O)c1
  2 | 0.4 | -6 | -0.4 | 0.7 | 2 | -2 | 4 | i | -9
- COCCOC(=O)C1=C(N)OC2=C(C(=O)CCC2)C1c1cccnc1 (configuration not stated)
  1 | -0.3 | 5 | -0.3 | -1.4 | 3 | 1 | 1 | i | -1
- CN(C)CCCN(C(=O)c1ccc(S(=O)(=O)N2CCCCCC2)cc1)c1nc2c(F)cccc2s1
  -1 | -0.3 | 10 | -0.5 | -0.3 | -1 | 0 | 3 | i | 1
- COC(=O)C1NN=C(C(=O)c2ccc(Br)cc2)C1c1cccc(Br)c1 (configuration not stated)
  -6 | -0.1 | -9 | -0.3 | 3.7 | -2 | -2 | -1 | i | -2
- OCCCc1nc2ccccc2[nH]1
  -9 | -0.2 | -4 | 1.1 | 0.3 | -3 | 0 | 2 | i | 0
- Cc1ccc(S(=O)(=O)NCc2n[nH]c(=S)n2C)cc1
  2 | -1.1 | 0 | 1.5 | -3.2 | 0 | 1 | -4 | i | -1
- COc1cccc2cc(C(=O)N(C)C3CCN(C)CC3)c(=O)oc12
  0 | 0.4 | 3 | -1.1 | -7.1 | 2 | -1 | 4 | i | -2
- O=C(CSCC(=O)N1CCN(c2ccccc2)CC1)Nc1nc(-c2ccc(Cl)s2)cs1
  -13 | 1.6 | -7 | 0.2 | 3.3 | 11 | 2 | 1 | i | 6
- O=C(Cc1ccccc1[N+](=O)[O-])NCC1(c2cccc3c2OCO3)OCCO1
  2 | 1.7 | 7 | -0.4 | -1.3 | 0 | 1 | -2 | i | -8
- COc1ccc(/C=N/n2c(SC)nnc(C(C)(C)C)c2=O)cc1
  -2 | 0.2 | -4 | -1.0 | -1.0 | -5 | -3 | -6 | i | -3
- Cc1cccc(N2CCN(C(=O)c3ccnn3C)CC2)c1C
  3 | -0.3 | -5 | -0.1 | 0.2 | -3 | 14 | -1 | i | 1

Bioassay records (PubChem BioAssay)
